From PubChem BioAssay
KDM5B inhibitor: inhibitors of human KDM5B histone demethylase | Q9UGL1 | KDM5B demethylase, FDH-coupled NADH fluorescence (FDH is formaldehyde dehydrogenase) | Potency, µM (top dose mostly 57.7 µM), for inactives: at the top dose activity change, negative = inhibition, actives largely listed as inhibitors | 2.6% of 220,000 active | AID 1347165; active means well fitted inhibition curve with a large enough effect; inconclusive means small, poorly fitted or top-dose-only effect; inactive means no such curve, though single readings can be large or run the other way; further: 0% is about no effect; nearly all actives have a fitted effect of over 70% in size
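Coupled FDH/NAD⁺ fluorescence readout. KDM5BΔAP 200 nM final; compound titration, 10 min RT preincubation; substrate mix 12.5 µM H3K4me3, 25 µM 2-OG, 50 µM Fe(II), 100 µM ascorbate, 0.25 mM NAD⁺, 0.25 U/mL FDH; ΔRFU over 30 min.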
* hit, by the source's call; & = joins results of further samples; [ ] = another dose, or the depositor's remark. Potency means the concentration at half of the fitted maximal effect. A portion of the library; count on the stated rates, not on these rows.

`COCCCN1C(=O)N(c2ccccc2)C(=O)C1CC(=O)Nc1ccccc1` (configuration not stated) gave KDM5B inhibitor 4%.
Screening COCCNC(=O)C[C@@H]1c2nc(NC(=O)c3cccc(F)c3)sc2C[C@@H]2[C@](C)(CO)[C@H](O)CC[C@]21C returned KDM5B inhibitor 22%.
COc1ccc2nc(N/C(N)=N/S(C)(=O)=O)nc(C)c2c1 was read as KDM5B inhibitor inconclusive.
`COc1cc(-c2ccnc3nc(C4CCC4)nn23)cc(OC)c1OC` gave KDM5B inhibitor 22µM*.
Screening O=C(NCCCn1cccn1)C1CN(S(=O)(=O)c2cccs2)CC12CCCCC2 (configuration not stated) returned KDM5B inhibitor -14%.
COc1ccc(CN2CCC3(Cc4ccccc4CNC3=O)C2)cc1F (configuration not stated) was read as KDM5B inhibitor 11%[115 µM].
For COc1cccc(CNc2nc3nc(C)c(Cl)c(=O)n3[nH]2)c1 the results were KDM5B inhibitor 8%.
COc1ccc(Cl)cc1S(=O)(=O)N1CCC(n2cnnc2C)CC1 was read as KDM5B inhibitor -12%.
Screening CCSc1nnc(-c2nn(C)c3c2CN(S(=O)(=O)c2ccc(OC)cc2)CC3)n1C returned KDM5B inhibitor 1%.
`Nc1ncccc1CN1CC[C@@H]2OCC(=O)N(c3ccccc3)[C@H]2CC1` gave KDM5B inhibitor -18%[86.2 µM].
N#CC(/C(=N/S(=O)(=O)c1ccccc1)c1ccccc1)c1nc2ccccc2s1 (configuration not stated) was read as KDM5B inhibitor 12%.
Screening CCC(C)N(C)C1CCN(C(=S)Nc2cccc(OC)c2)CC1 (configuration not stated) returned KDM5B inhibitor 29%.
COc1ccccc1/C=N/NC(=O)CSc1ccc2ccccc2n1 was read as KDM5B inhibitor 5%.
`O=C(Nc1ccc(F)c(S(=O)(=O)N2CCOCC2)c1)C(Sc1ccccc1)c1ccccc1` (configuration not stated) gave KDM5B inhibitor -8%.
O=C(CCc1ncc(-c2ccccc2F)o1)N1CCOCC1 was read as KDM5B inhibitor 14%.
`COc1cc(C(=O)Nc2cc(Cl)ccc2O)ccc1OC(C)=O` gave KDM5B inhibitor 5%.
Cc1ccc(-c2nccn3cc(C(=O)NCCc4ccccn4)nc23)cc1 was read as KDM5B inhibitor -33%.
Screening O=C(NCCCN1CCc2ccccc2C1)C1CCCCC(=O)N1Cc1ccccc1 (configuration not stated) returned KDM5B inhibitor -9%.
Screening CCOc1ccccc1CNC(=O)CC(C)n1ccc(C)n1 (configuration not stated) returned KDM5B inhibitor -11%&2%.
For CCCCCOC(=O)c1c(C)oc2ccc(NS(=O)(=O)c3cccs3)cc12 the results were KDM5B inhibitor -16%.

Next section; the last 2 above are carried over.
Screening CCOc1ccccc1CNC(=O)CC(C)n1ccc(C)n1 (configuration not stated) returned KDM5B inhibitor -11%&2%.
For CCCCCOC(=O)c1c(C)oc2ccc(NS(=O)(=O)c3cccs3)cc12 the results were KDM5B inhibitor -16%.
`COc1ccc(C2CC(c3ccccc3)=NN2C(=O)c2ccc(C)cc2)cc1` (configuration not stated) gave KDM5B inhibitor 20%.
Screening CCn1nc(C(C)C)cc1C(=O)NCc1cccnc1N1CCN(C)CC1 returned KDM5B inhibitor -5%.
`Cc1cc(NC(=O)c2ccc3c(c2)OCCN(C2CCC2)C3)ccc1F` gave KDM5B inhibitor 2%[86.2 µM].
CC(C)C(C)(C#N)NC(=O)CN(C)CC1CCCCC1 (configuration not stated) was read as KDM5B inhibitor -9%.
Cc1nc2scc(CC(=O)N3CCCC3)n2c(=O)c1-c1cc(C)n(-c2ccc(C(C)C)cc2)n1 was read as KDM5B inhibitor 25µM*.
For O=C(Nc1cccc(Cl)c1)N1CC(n2cc(COc3ccccc3)nn2)C1 the results were KDM5B inhibitor 0%.
For COc1ccc(N2CCN(C(=O)[C@H]3CCC[C@H]3NC(=O)c3cnc(C)cn3)CC2)cc1 the results were KDM5B inhibitor 7%.
For CCOc1ccc2nc(SCC(=O)Nc3ccc(F)cc3)nc(-c3ccccc3)c2c1 the results were KDM5B inhibitor inconclusive.
For CCn1c(SCC(=O)Nc2cccc(C(F)(F)F)c2)nc2c(c1=O)SCC2 the results were KDM5B inhibitor -15%.
For CC1(C)NC(=O)N(Cc2coc(-c3cccc(Cl)c3)n2)C1=O the results were KDM5B inhibitor 17%.
For Cc1occc1C(=O)N1CCC2(CCCN(CC3CCCCC3)C2=O)C1 (configuration not stated) the results were KDM5B inhibitor -17%.
CCCc1cc(=O)[nH]c(SCc2nc(-c3ccc(OC)cc3OC)no2)n1 was read as KDM5B inhibitor 16%.
Nc1c(Cl)cc(NC(=O)c2cnc3ccccc3n2)cc1Cl was read as KDM5B inhibitor -13%.
O=C(c1ccoc1)N1CCC(n2cc(-c3nc(-c4ccccc4)no3)nn2)CC1 was read as KDM5B inhibitor -8%.
CC(=O)Nc1ccc(CN2CCC3(CC(c4cccc(C(F)(F)F)c4)=NO3)C2)cc1 (configuration not stated) was read as KDM5B inhibitor inconclusive.
For COC(=O)[C@H](CC(C)C)N(CCc1cn(Cc2ccccc2)nn1)S(=O)(=O)c1ccc(F)cc1Br the results were KDM5B inhibitor 1%.
`CC1CCN(C(=O)CN2CCCC(c3nc4ccccc4o3)C2)CC1` (configuration not stated) gave KDM5B inhibitor 1%.
For COc1ccc(COc2ccc3c(=O)c(-c4ccccc4OC)coc3c2)cc1 the results were KDM5B inhibitor 17%.
`CCc1nc2nc(C)cc(Nc3ccc(OC)cc3)n2n1` gave KDM5B inhibitor inconclusive.
COc1ccccc1C1=NOC(C(=O)NCCc2ccccc2)C1 (configuration not stated) was read as KDM5B inhibitor 8%.
For CCCCOC(=O)c1ccc(OC(=O)c2sc3ncn(Cc4cccc(F)c4)c(=O)c3c2C)cc1 the results were KDM5B inhibitor -3%.
Screening O=C(Nc1ccccc1)c1cc(S(=O)(=O)Nc2cccnc2)ccc1Cl returned KDM5B inhibitor 3%.
CC(=O)NC1CC2(CCN(C(=O)CCCN(C)C)CC2)c2ccccc21 (configuration not stated) was read as KDM5B inhibitor 23%[115 µM].
For O=C(N/N=C/c1ccc(Cl)c(Cl)c1)c1cccs1 the results were KDM5B inhibitor -4%.
`CC(C)=CCOc1ccc2c(=O)c(Oc3ccccc3)c(C)oc2c1` gave KDM5B inhibitor -17%.
`C[C@@H](NS(C)(=O)=O)c1c(-c2ccc(F)cc2)noc1C(=O)O` gave KDM5B inhibitor -20%[86.2 µM].
`N#CCCCSc1nnc(-c2c[nH]c3ccccc23)n1C1CC1` gave KDM5B inhibitor 8%.
`CC(=O)COc1ccc2c(C(F)(F)F)cc(=O)oc2c1` gave KDM5B inhibitor inconclusive.
Screening CC(C)OP(=O)(OC(C)C)C(Nc1ccccc1)c1cccc([N+](=O)[O-])c1 (configuration not stated) returned KDM5B inhibitor -9%.
For COCc1noc(CC2CCOC3(CCN(C(=O)c4n[nH]c5ccccc45)CC3)C2)n1 (configuration not stated) the results were KDM5B inhibitor -13%.
`COc1cc(Br)cc2cc(S(=O)(=O)c3ccccc3)c(=O)oc12` gave KDM5B inhibitor inconclusive.
For CC(C)(C)C(=O)N1CC[C@@H](CC(=O)O)[C@@H](CCN2CCC(n3c(=O)[nH]c4ccccc43)CC2)C1 the results were KDM5B inhibitor 12%.
Screening O=C(c1nnc(COc2ccc(F)c(F)c2)n1-c1ccccc1)N1CCC[C@@H]1C(c1ccccc1)c1ccccc1 returned KDM5B inhibitor -16%.
CCOC(=O)c1cnc2c(C)cc(C)cc2c1Nc1cccc(O)c1 was read as KDM5B inhibitor -7%.
For CCCCn1c(Oc2cccc(C(=O)OC)c2)nc2c1c(=O)n(C)c(=O)n2C the results were KDM5B inhibitor -28%.
COC[C@@H]1CN(Cc2cccc(C#N)c2)C[C@H]1C(=O)NC1CC1 was read as KDM5B inhibitor -8%.
Screening Cc1oc(-c2nc(C#N)c(NCc3ccc(F)cc3)o2)cc1S(=O)(=O)N(C)C returned KDM5B inhibitor inconclusive.
`CCC(C)n1c(SCc2ccc(C(C)(C)C)cc2)nc2ccsc2c1=O` (configuration not stated) gave KDM5B inhibitor -18%.
For Cc1ccc2c(C(=O)O)cc(-c3cccs3)nc2c1C the results were KDM5B inhibitor inconclusive.
`O=C1[C@@H]2C[C@@H](O)CN2C2(CN(C3CCC(F)(F)CC3)C2)C(=O)N1Cc1ccccc1` gave KDM5B inhibitor 6%[86.2 µM].
Screening CC(C)(C)CN1CCOC[C@H]1c1ncc(-c2cccc(Cl)c2)[nH]1 returned KDM5B inhibitor -23%[86.2 µM].
For O=C1CO[C@H]2CCN(Cc3ccccc3F)CC[C@@H]2N1c1ccccc1 the results were KDM5B inhibitor -19%[86.2 µM].
`O=C(NCc1noc(Cc2cccs2)n1)C1NCCc2[nH]cnc21` (configuration not stated) gave KDM5B inhibitor inconclusive.
COc1ccc(S(=O)(=O)N2CCOC[C@H](Oc3ccc(C(F)(F)F)cc3)C2)cc1 was read as KDM5B inhibitor 4%[86.2 µM].
Screening COCC1CN(C(C)=O)CC12CCN(C(=O)c1ccccc1OC)CC2 (configuration not stated) returned KDM5B inhibitor 23%.
Screening Cc1ccc(C(=O)NCCc2noc(-c3ccncc3)n2)cn1 returned KDM5B inhibitor -27%.
`Cc1nc2c(c(NCCc3nc(C)c(Cl)s3)n1)CCNCC2` gave KDM5B inhibitor -25%.
`CN(Cc1cnc2ccccc2n1)Cc1cn[nH]c1-c1ccc(F)cc1` gave KDM5B inhibitor -17%.
Screening N[C@H]1CN(C(=O)c2ccc(N3CCCCC3)cc2)C[C@@H]1c1ccccc1 returned KDM5B inhibitor -13%.
For O=C(NCC(c1ccco1)N1CCOCC1)c1ccc([N+](=O)[O-])cc1 (configuration not stated) the results were KDM5B inhibitor 7%.
`Cc1cc2c(cc3c(=O)n(CC(=O)NCc4ccccc4Br)ncn32)s1` gave KDM5B inhibitor 3%.
`Cc1cc(C)cc(Nc2sc(C(=O)c3ccccc3)c(N)c2S(=O)(=O)c2ccccc2)c1` gave KDM5B inhibitor inconclusive.
CCN1C(=O)C2CC3(CCN(C(=O)c4c[nH]c5ccccc45)CC3)CN2C1=O (configuration not stated) was read as KDM5B inhibitor 9%.
`COc1ccc(/C=C/C(=O)NCC(=O)n2nc(C)cc2C)cc1` gave KDM5B inhibitor 36%.
For COc1cc(CNC(=O)C2CCCCN2S(=O)(=O)c2ccc(F)cc2)cc(OC)c1OC (configuration not stated) the results were KDM5B inhibitor 4%[11.5 µM].
Screening CN(C)c1ccc(/C=N/NC2=NS(=O)(=O)c3ccccc32)cc1 returned KDM5B inhibitor 26%.
CCOc1cc(/C=C2\NC(=O)NC2=O)cc(I)c1OC(C)C was read as KDM5B inhibitor -10%.
`CCC(C)NC(=O)Cn1c(-c2cccs2)cc2cc(Cl)ccc21` (configuration not stated) gave KDM5B inhibitor inconclusive.
For O=C(Cc1cccs1)N/N=C/c1ccccc1 the results were KDM5B inhibitor 24%.
Cc1nncn1C1CCN(S(=O)(=O)c2cccc(Br)c2)CC1 was read as KDM5B inhibitor -1%.
`O=C(NC1CCCC1)C1CCCN(c2ncnc3nc[nH]c23)C1` (configuration not stated) gave KDM5B inhibitor -9%.
`CC(C)(C)CC(C)(C)c1ccc(O)c(Sc2cc(C(C)(C)CC(C)(C)C)ccc2O)c1` gave KDM5B inhibitor -5%.
COC(=O)c1cc2n(n1)CCCN(C(=O)c1cc(CC(C)C)no1)C2 was read as KDM5B inhibitor -19%.
Screening Cn1c(=O)c2c(nc(NCCO)n2Cc2cccc(Br)c2)n(C)c1=O returned KDM5B inhibitor 15%.
For CCOc1ccc(C2c3c(-c4ccc(C)cc4)n[nH]c3C(=O)N2c2ccc(Cl)cc2)cc1 (configuration not stated) the results were KDM5B inhibitor -21%.
For CC(=O)Nc1nonc1-c1nnc(SCc2ccccc2Cl)n1C the results were KDM5B inhibitor 12%.
CCn1cc2nc(SCC(=O)Nc3cccc(Cl)c3C)n(Cc3ccc(Cl)cc3)c(=O)c2n1 was read as KDM5B inhibitor -15%.
`COc1ccc(N2C(=O)CC(SCc3ccc(Cl)cc3)C2=O)cc1` (configuration not stated) gave KDM5B inhibitor -2%.
`COc1ccc(C(=O)COC(=O)CNC(=O)c2cc(OC)cc(OC)c2)cc1` gave KDM5B inhibitor -8%.
Screening COc1ccc(C(=O)NCc2nnc3cc(-c4nc(C(C)C)no4)ccn23)cc1F returned KDM5B inhibitor 10µM*.
Screening Cc1ccc(N2CC(C(=O)NCCS(=O)(=O)N3CCN(c4ccccc4)CC3)CC2=O)cc1C (configuration not stated) returned KDM5B inhibitor 0%.

Arranged by count of non-hydrogen atoms (highest first): some entries from above.
Screening Cc1ccc(N2CC(C(=O)NCCS(=O)(=O)N3CCN(c4ccccc4)CC3)CC2=O)cc1C (configuration not stated) returned KDM5B inhibitor 0%.
CCn1cc2nc(SCC(=O)Nc3cccc(Cl)c3C)n(Cc3ccc(Cl)cc3)c(=O)c2n1 was read as KDM5B inhibitor -15%.
For CCOc1ccc(C2c3c(-c4ccc(C)cc4)n[nH]c3C(=O)N2c2ccc(Cl)cc2)cc1 (configuration not stated) the results were KDM5B inhibitor -21%.
`CC(C)(C)CC(C)(C)c1ccc(O)c(Sc2cc(C(C)(C)CC(C)(C)C)ccc2O)c1` gave KDM5B inhibitor -5%.
Screening COc1ccc(C(=O)NCc2nnc3cc(-c4nc(C(C)C)no4)ccn23)cc1F returned KDM5B inhibitor 10µM*.
`COc1ccc(C(=O)COC(=O)CNC(=O)c2cc(OC)cc(OC)c2)cc1` gave KDM5B inhibitor -8%.
COC(=O)c1cc2n(n1)CCCN(C(=O)c1cc(CC(C)C)no1)C2 was read as KDM5B inhibitor -19%.
`COc1ccc(N2C(=O)CC(SCc3ccc(Cl)cc3)C2=O)cc1` (configuration not stated) gave KDM5B inhibitor -2%.
`CCC(C)NC(=O)Cn1c(-c2cccs2)cc2cc(Cl)ccc21` (configuration not stated) gave KDM5B inhibitor inconclusive.
CCOc1cc(/C=C2\NC(=O)NC2=O)cc(I)c1OC(C)C was read as KDM5B inhibitor -10%.
For O=C(Cc1cccs1)N/N=C/c1ccccc1 the results were KDM5B inhibitor 24%.
